ALOX15B inhib: inhibitors of human 15-lipoxygenase 2 (ALOX15B) | purified 15hLO-2, xylenol orange hydroperoxide absorbance | Potency, µM (doses to about 57.1 µM), for inactives: at the top dose activity change, negative = inhibition, hits mostly inhibitors | 0.56% of 110,000 active; active means well fitted inhibition curve with a large enough effect; inconclusive means small, poorly fitted or top-dose-only effect; inactive means no such curve, though single readings can be large or run the other way; further: potency means the concentration at half of the fitted maximal effect; nearly all actives have a fitted effect of over 60% in size; many of its hits are not listed in these tables
Target sequence (O15296 whole entry, looked up): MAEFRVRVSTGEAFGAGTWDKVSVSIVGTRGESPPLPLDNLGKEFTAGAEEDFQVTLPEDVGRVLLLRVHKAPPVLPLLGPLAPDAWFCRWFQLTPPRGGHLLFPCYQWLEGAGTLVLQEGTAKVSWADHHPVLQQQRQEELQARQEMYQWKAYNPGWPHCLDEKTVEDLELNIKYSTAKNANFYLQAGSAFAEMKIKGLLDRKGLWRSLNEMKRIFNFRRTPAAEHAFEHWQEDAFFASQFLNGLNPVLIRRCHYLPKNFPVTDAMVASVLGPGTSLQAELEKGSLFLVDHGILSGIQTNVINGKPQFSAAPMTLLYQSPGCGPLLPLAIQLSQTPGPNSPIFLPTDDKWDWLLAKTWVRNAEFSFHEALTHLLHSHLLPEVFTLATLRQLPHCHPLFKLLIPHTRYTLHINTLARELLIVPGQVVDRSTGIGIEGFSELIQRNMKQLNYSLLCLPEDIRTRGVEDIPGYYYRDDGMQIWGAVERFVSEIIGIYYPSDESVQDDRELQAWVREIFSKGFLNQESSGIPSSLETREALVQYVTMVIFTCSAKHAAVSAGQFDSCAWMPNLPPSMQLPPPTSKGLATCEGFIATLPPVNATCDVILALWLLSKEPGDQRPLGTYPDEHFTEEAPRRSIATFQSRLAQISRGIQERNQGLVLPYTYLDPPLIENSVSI
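Read-out: hydroperoxide product oxidises ferrous iron, measured as xylenol orange complex via the 573-to-405 nm absorbance ratio after 30 min. Reaction: 50 nM enzyme, 15 min compound preincubation, 45 uM arachidonic acid, 90 min RT, Hepes pH 7.5 with Triton X-100.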
IMPase inh: membrane-permeable compound that blocks inositol monophosphatase; P97697; CHO-M1 cells, IP1 accumulation, HTRF TR-FRET ratio; inhibition (IP1 accumulation), % at 46.1 µM; 120,000 tested, under 10 active; active means well fitted curve in the direction sought with a large enough effect in the signal ratio, not every such curve was filed as active; inconclusive means small, poorly fitted or top-dose-only effect, or a change in a side signal; inactive means no such curve, though single readings can be large or run the other way; the % refers to the signal ratio;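 further: cells stimulated with carbachol in lithium chloride buffer; plate controls were DMSO basal wells for no effect and reference inhibitor wells for full effect; higher means more IMPase inhibition seen as more IP1 and lower FRET ratio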
Target sequence (P97697 whole entry, looked up): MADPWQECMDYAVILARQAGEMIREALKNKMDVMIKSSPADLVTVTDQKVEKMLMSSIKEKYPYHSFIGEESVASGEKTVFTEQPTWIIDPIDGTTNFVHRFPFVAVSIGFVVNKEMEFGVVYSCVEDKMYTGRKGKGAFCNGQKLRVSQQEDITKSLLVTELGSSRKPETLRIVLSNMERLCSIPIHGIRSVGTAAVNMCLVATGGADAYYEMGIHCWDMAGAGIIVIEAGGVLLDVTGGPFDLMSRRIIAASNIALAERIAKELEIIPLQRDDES
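Measured: the HTRF emission ratio (665/620 nm) plus the 620 nm donor channel, each fitted to the Hill equation to give AC50. Cells were CHO-M1 given compounds up to 46 uM and a 30 min carbachol stimulation at 37C.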
An asterisk follows results filed as active; u = inconclusive; x = no result given; [ ] = remark or other dose. Unless noted, on the % scale 0 is the no-effect control and ±100 the full control effect. A portion of the library; rates above refer to the full screens.

SMILES	ALOX15B inhib	IMPase inh
COc1ccccc1-c1ccc2ncnc(N3CCNCC3)c2c1	1%	x
COCCn1c(=O)c(-c2ccc(Cl)cc2)nc2cnc(OCc3ccccc3)nc21	-16%	x
COc1ccc(Oc2ncc3ncc(=O)n(C)c3n2)cc1	-4%	x
c1ccc2c(N3CCOCC3)nc(-c3ccoc3)nc2c1	8%	x
O=c1c(-c2cccc(F)c2)nc2cncnc2n1Cc1ccc(F)cc1	2%	x
Cc1cnc(CNc2ncncc2-c2c(C)noc2C)cn1	-4%	x
COCCn1c(=O)c(-c2ccccc2)nc2cncnc21	-8%	x
CN(C)C(=O)c1ccc(-c2nccc(N(C)Cc3ccco3)n2)cc1	-4%	x
CCNc1ncc2nc(CCc3ccccc3)c(=O)n(CCC#N)c2n1	-9%	x
CN1CCN(c2ncc3nc(CCc4ccccc4)c(=O)n(C4CC4)c3n2)CC1	12%	x
O=c1c(-c2ccc(Cl)cc2)nc2cnc(N3CCNCC3)nc2n1-c1ccccc1	32%[activator]	x
COc1ccc2[nH]cc(CCNc3nc(-c4cccnc4)nc4ccccc34)c2c1	43%[activator]	x
CCNc1ncc2nc(C)c(=O)n(CCC#N)c2n1	-2%	x
Cc1noc(C)c1-c1nccc(NC2CC2)n1	-2%	x
N#Cc1cccc(-c2nccc(NCc3ccccc3)n2)c1	0%	x
O=c1c(-c2ccc(Cl)cc2)nc2cnc(N3CCOCC3)nc2n1CCc1ccccc1	-11%	x
COc1cccc(-c2ccc3ncnc(NC4CC4)c3c2)c1	11%	x
CN1CCN(c2ncc3nc(-c4cccs4)c(=O)n(CCC#N)c3n2)CC1	-11%	x
Cn1cc(-c2nc3cncnc3n(CCN)c2=O)c2ccccc21	33%[activator]	x
Cc1ccccc1-c1ccc2ncnc(-n3ccnc3)c2c1	9%	x
Cc1noc(C)c1-c1cc(NC2CCNCC2)ncn1	-5%	x
COc1ccccc1-c1ccc2ncnc(NC3CC3)c2c1	3%	x
c1ccc2c(NC3CC3)nc(-c3ccoc3)nc2c1	5%	x
CCNc1ncc2nc(C)c(=O)n(CCOC)c2n1	5%	x
COc1ccc(-n2c(=O)c(-c3cccs3)nc3cnc(N4CCOCC4)nc32)cc1	-2%	x

Brought forward from above: 3 compounds; new compounds follow.
SMILES	ALOX15B inhib	IMPase inh
c1ccc2c(NC3CC3)nc(-c3ccoc3)nc2c1	5%	x
CCNc1ncc2nc(C)c(=O)n(CCOC)c2n1	5%	x
COc1ccc(-n2c(=O)c(-c3cccs3)nc3cnc(N4CCOCC4)nc32)cc1	-2%	x
O=C(CSc1ncc(-c2ccccc2)[nH]1)Nc1cccc(Br)c1	x	2
COc1ccc(S(=O)(=O)N(CCc2ccccc2)CC(=O)Nc2cc(C)cc(C)c2)cc1OC	x	1
O=C(CC1N=C2c3ccccc3N=C(SCC(=O)Nc3cccc(C(F)(F)F)c3)N2C1=O)NCc1cccs1 (stereo not given)	x	8
Cc1c(NC(=O)Nc2ccc(F)c(Cl)c2)c(=O)n(-c2ccccc2)n1C	x	-1
CCc1ccccc1NC(=O)c1cnn2c(C(F)(F)F)cc(-c3ccc(OC)c(OC)c3)nc12	x	4
CC(C)OC(=O)c1ccc(Cn2nnc3sc4c(c3c2=O)CCCC4)cc1	x	6
CCOC(=O)c1cnc2ccc(OC)cc2c1Nc1ccc(OCc2ccccc2Cl)cc1	x	7
COc1ccc(Cl)cc1C1CC(=O)Nc2cc3c(cc21)OCCO3 (stereo not given)	x	5
CC(=O)Nc1ccc(C2Nc3c(C)cc(C)cc3-c3cc(C)nn32)cc1 (stereo not given)	x	-3
Cc1ccn2c(Nc3ccccc3C)c(-c3cccnc3)nc2c1	x	6
CCOC(=O)c1nc(Nc2ccc(C(C)=O)cc2)c2ccccc2n1	x	u
COc1ccc(Oc2nc3c(c(=O)n(Cc4ccccc4Cl)c(=O)n3C)n2C)cc1	x	0
CCOC(=O)c1ccccc1NC(=O)c1sc2ncn(CC)c(=O)c2c1C	x	-10
CCOC(=O)c1c(-c2ccc(OC)c(OC)c2)csc1NC(=O)c1ccc(C)cc1	x	-5
COc1ccc(C(=O)N(Cc2ccc(C(C)C)cc2)C2CCS(=O)(=O)C2)cc1 (stereo not given)	x	-2
Cc1c(NC(=O)Nc2ccc(Cl)c(C(F)(F)F)c2)c(=O)n(-c2ccccc2)n1C	x	1
COc1cc(NC(=O)c2ncn(-c3ccccc3)n2)cc(OC)c1	x	-3
COc1ccc(C(=O)Nc2ccc(-c3nc4cc(C)ccc4o3)c(O)c2)cc1	x	-10
Cc1ccc2oc3c(c(=O)c2c1)C(c1ccccc1F)N(CCCN(C)C)C3=O (stereo not given)	x	15
Cc1ccc(NC(=O)Cn2nc(C(F)(F)F)c3c2CCC3)cc1C	x	4
Cc1cccc(C(=O)Nc2sc3c(c2C(=O)Nc2ccccc2)CCC3)c1	x	2
COc1cc2c(-c3cccc(Cl)c3)nc3c(c(C)nn3-c3ccccc3)c2cc1OC	x	-10
Cc1ccccc1NC(=O)C1CCN(C(=O)c2ccc(F)cc2)CC1	x	0
Fc1ccc(NCc2ccccc2-c2nnc(-c3ccccc3Cl)o2)cc1	x	-3
CCOC(=O)c1nc(Nc2ccc(OC)cc2)c2ccccc2n1	x	15
SMILES	ALOX15B inhib	IMPase inh
O=S(=O)(c1ccc(Cl)cc1)c1nc(-c2ccccc2Br)oc1N1CCOCC1	x	-1
O=C(C1CCCN(S(=O)(=O)c2cccc3nonc23)C1)N1CCN(c2cccc(C(F)(F)F)c2)CC1 (stereo not given)	x	-2
COc1ccc(Cn2c(NCC(C)C)nc3c2c(=O)n(C)c(=O)n3C)cc1	x	2
O=C(Cc1ccccc1)Nc1c(C(=O)c2ccccc2)oc2ccccc12	x	6
CCc1ccc(Nc2nnc(-n3nc(C)cc3C)c3ccccc23)cc1	x	-7
CCc1cccc(C)c1NC(=O)CSc1nc2ccccc2nc1N1CCOCC1	x	8
O=C(Cn1nc(C(F)(F)F)c2c1CCC2)Nc1ccc(Cl)cc1	x	9
CCc1nc2sc3c(N4CCC(C)CC4)ncnc3c2c2c1CCCC2	x	2
O=C(Cn1nc(-c2ccc(Cl)cc2)c2ccccc2c1=O)Nc1cccc(C(F)(F)F)c1	x	1
CSc1ccc(-c2nc3c(C)cccn3c2Nc2ccc3c(c2)OCCO3)cc1	x	5
COc1ccc(S(=O)(=O)N2Cc3ccccc3CC2C(=O)Nc2cccc(C)c2)cc1OC (stereo not given)	x	u
CC1=C(C(N)=O)C(c2ccc(F)cc2)n2nc(-c3ccc(N(C)C)cc3)nc2N1 (stereo not given)	x	3
CCOC(=O)CSc1nc(-c2ccc(F)cc2)cc(C(F)(F)F)c1C#N	x	10
CCC(C)NC(=O)c1sc2nc(C)c(C(=O)Nc3ccc(C)cc3C)c(-c3ccc(NC(C)=O)cc3)c2c1N (stereo not given)	x	6
CCn1c(SCC(=O)Nc2cc(C)ccc2F)nnc1-c1ccccc1O	x	-9
Cn1c2c(c(=O)n(C)c1=O)C(c1ccccc1C(F)(F)F)CC(=O)N2 (stereo not given)	x	6
COCCOC(=O)c1c(C)oc2c1cc(NS(=O)(=O)c1ccc(Cl)c(C)c1)c1ccccc12	x	1
CCN(CC)Cc1c(NC(=O)c2ccc(OC)cc2)sc2c1CCCC2	x	u
COc1ccc(-c2nc3ccccc3o2)cc1NC(=O)c1ccc(-c2cccc(Cl)c2C)o1	x	-6
N#Cc1c(C(F)(F)F)cc(-c2cccs2)nc1SCc1ccc(F)cc1	x	-3
COc1ccc(S(=O)(=O)N(CC(=O)NCc2ccc(C)cc2)c2ccc(Cl)cc2)cc1	x	-6
COc1ccc(N(CC(=O)N2CCc3ccccc3C2)S(=O)(=O)c2ccccc2)cc1	x	0
Cc1cccc(Oc2nc3ccccn3c(=O)c2/C=C(\C#N)c2nc3ccccc3s2)c1C	x	0
Fc1ccc(C(NCCc2ccc(Cl)cc2)c2nnc(-c3ccccc3)o2)c(Cl)c1 (stereo not given)	x	-12
CCOC(=O)CSc1nc2sc3c(c2c(=O)n1Cc1ccccc1)CC(C)CC3 (stereo not given)	x	u

In another format: entries from further up
ALOX15B inhib	IMPase inh	mol
x	-7	CCc1ccc(Nc2nnc(-n3nc(C)cc3C)c3ccccc23)cc1
x	8	CCc1cccc(C)c1NC(=O)CSc1nc2ccccc2nc1N1CCOCC1
x	9	O=C(Cn1nc(C(F)(F)F)c2c1CCC2)Nc1ccc(Cl)cc1
x	2	CCc1nc2sc3c(N4CCC(C)CC4)ncnc3c2c2c1CCCC2
x	1	O=C(Cn1nc(-c2ccc(Cl)cc2)c2ccccc2c1=O)Nc1cccc(C(F)(F)F)c1
x	5	CSc1ccc(-c2nc3c(C)cccn3c2Nc2ccc3c(c2)OCCO3)cc1
x	u	COc1ccc(S(=O)(=O)N2Cc3ccccc3CC2C(=O)Nc2cccc(C)c2)cc1OC (stereo not given)

The listing continues:
SMILES	ALOX15B inhib	IMPase inh
COc1cccc(OC)c1C(=O)Nc1ccc(S(=O)(=O)Nc2nccc(C)n2)cc1	x	u
Cc1ccc(C2CC(=O)Nc3cc4c(cc32)OCCO4)cc1Br (stereo not given)	x	10
COc1ccc(-c2cc(=O)c3cc(OCC(=O)OC(C)C)ccc3o2)cc1	x	-4
Cc1ccc(-c2nnc(Nc3cccc(O)c3)c3ccccc23)cc1S(=O)(=O)N1CCCCC1	x	-6
COc1cc(/C=C(\C#N)c2nc3ccc(C)cc3[nH]2)ccc1OCc1ccc(C)cc1	x	-9
CCn1c(COc2ccc(Cl)cc2Cl)nc2ccccc21	x	-4
CCOc1ccccc1CNCCNC(=O)c1nonc1N	x	16
Cn1c(NCCO)nc2c1c(=O)n(Cc1cccc(F)c1)c(=O)n2C	x	-2
Cc1c(/C=C(\C#N)C(=O)Nc2cccc(Cl)c2)c2ccccc2n1Cc1ccccc1	x	u
COc1ccc(NC(=O)C(Cc2ccccc2)NS(=O)(=O)c2ccc(Br)s2)cc1OC (stereo not given)	x	u
COC(=O)c1ccc(C2Nc3c(C)cc(C)cc3C3C=CCC32)cc1 (stereo not given)	x	2
COc1cc2c(-c3ccccc3C)nc3c(c(C)nn3-c3ccccc3)c2cc1OC	x	4
CCCCNC(=O)CCn1nc(-c2ccc(Cl)cc2)c2ccccc2c1=O	x	u
CCc1nn2c(=O)c(S(=O)(=O)Nc3ccc(Br)cc3F)c(C)nc2s1	x	9
CCC1=Nc2cc(C(=O)NCCN(CC)CC)ccc2Sc2ccccc21	x	12
COc1cccc(NC(=O)/C(C#N)=C\c2cn(Cc3ccc(C)cc3)c3ccccc23)c1	x	-17
CC1(c2ccccc2)CC(C)(C)N(C(=O)c2cccc(Cl)c2)c2ccccc21 (stereo not given)	x	-3
CCOc1ccc(CCNC(=O)CN2CCN(Cc3ccc(F)cc3Cl)C2=O)cc1OCC	x	3
Cc1cc(C)cc(NS(=O)(=O)c2c(C)nc3scc(C)n3c2=O)c1	x	5
CCc1nn(-c2ccccc2)c2nc(-c3ccc(O)cc3)c3cc(OC)c(OC)cc3c12	x	-8
Cc1ccc(C(=O)Nc2cccc(-c3nc4ccccc4o3)c2)c(Cl)c1	x	-3
O=C(O)c1ccc(NC(=O)c2cc3ccccc3o2)cc1	x	-5
CCC1CCc2nc3sc(C(=O)Nc4ccc(C)cc4)c(N)c3cc2C1 (stereo not given)	x	-5
COc1ccc(OCC(=O)N2CCN(C(=O)c3cccc(OC)c3)CC2)cc1	x	4
COc1ccc(-c2nnc3c4ccccc4c(-c4ccccc4)nn23)cc1	x	-1

High-throughput results: PubChem, National Center for Advancing Translational Sciences (NCATS)
